# CHRM5 antagonist = CHRM5 antagonism in calcium assay | P08912 | CHO-hM5 cells, Fluo-8 calcium fluorescence, ACh EC80 | inhibition, % at 3 µM | 360,000 compounds, 0.59% hits | AID 624040;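 active = inhibition above a per-plate cutoff, the mean of that plate's test compounds plus 3 SD, cut at about 27% in these data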;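 note: 0% = acetylcholine EC80 with DMSO and 100% = DMSO without agonist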
# Target sequence (P08912 whole entry, looked up): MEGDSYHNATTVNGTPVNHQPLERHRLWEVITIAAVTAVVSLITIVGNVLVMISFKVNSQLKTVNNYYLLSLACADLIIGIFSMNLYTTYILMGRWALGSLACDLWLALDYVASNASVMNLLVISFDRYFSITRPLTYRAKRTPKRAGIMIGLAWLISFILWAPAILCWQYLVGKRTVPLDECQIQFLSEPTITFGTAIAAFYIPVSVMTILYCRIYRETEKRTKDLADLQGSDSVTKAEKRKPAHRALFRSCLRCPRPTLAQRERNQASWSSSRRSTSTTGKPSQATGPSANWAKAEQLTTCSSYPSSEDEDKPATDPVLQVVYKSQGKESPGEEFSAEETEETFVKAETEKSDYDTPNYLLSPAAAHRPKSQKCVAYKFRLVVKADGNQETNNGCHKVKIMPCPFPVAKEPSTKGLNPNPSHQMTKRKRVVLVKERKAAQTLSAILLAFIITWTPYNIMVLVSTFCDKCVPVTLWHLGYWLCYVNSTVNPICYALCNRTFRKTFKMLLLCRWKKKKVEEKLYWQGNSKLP
# TAAR1 antagonist = human TAAR1 antagonism. Q96RJ0. CHO RD-HGA16 TAAR1, Fluo-8 calcium fluorescence, antagonist. inhibition, % at 3 µM. 360,000 compounds, 1.5% hits. AID 624466;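 active = inhibition above a per-plate cutoff, the mean inhibition of test compounds on that plate plus 3 SD, cut at about 49% in these data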;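 note: 0% = DMSO plus EC80 beta-PEA response and 100% = DMSO alone without agonist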
#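 Test system – hTAAR1-expressing CHO RD-HGA16 cells, Gα16-coupled · Also added – β-PEA at EC80 concentration, post-compound challenge · Compound – 3 µM, single point · Incubation – dye loading 75 min at 37 °C, then 30 min room temperature · Measured by – Fluo-8 intracellular calcium dye fluorescence, real-time kinetic reads · Benchmarks – vehicle and agonist controls · Replicates – singlicate, one well per test compound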
# CHRM5 agonist = CHRM5 agonism in calcium assay; P08912; CHO-K1 hM5 cells, Fluo-8 calcium fluorescence; 0% DMSO wells, 100% maximal acetylcholine response; activation, % at 3 µM; 360,000 compounds, 0.19% hits; AID 624037;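 active = activation above the run's mean over test compounds plus 3 SD, cut at about 23% in these data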;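 note: signal is peak over basal fluorescence ratio across the kinetic read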
# CHO-K1 Ca PAM = counter-screen for M1 PAMs: effect in parental CHO-K1 cells; ATP EC20, Fluo-8 calcium fluorescence; 0% at ATP EC20, 100% at ATP max; activation, % at 3 µM; 360,000 compounds, 0.02% hits;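 active = activation above the run cutoff, the mean activation of all test compounds plus 3 SD, cut at about 40% in these data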;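 note: peak over basal fluorescence ratio in a 140 s read after ATP addition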
# CRFR2-BP antag = antagonists of CRF-binding protein/CRF-R2 receptor complex; HEK293 CRF-R2/CRF-BP, CRF-induced calcium fluorescence; inhibition, % at 11.8 µM; 350,000 compounds, 0.59% hits; AID 588475;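 active = inhibition of the ligand-induced calcium signal above about 50% at the single tested concentration, limit read from the data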
# CHRM4 PAM = positive allosteric modulators of human muscarinic M4 receptor; CHO-K1 hM4/Gqi5, Fluo-8 calcium fluorescence, ACh EC20; 0% = ACh EC20, 100% = maximal ACh; activation, % at 3 µM; 360,000 compounds, 0.4% hits; P08173;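 active = activation above its plate's cutoff, the mean activation of sample wells plus 3 SD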; note: some results filed as inactive read as strong as hits
# Target sequence (P08173 whole entry, looked up): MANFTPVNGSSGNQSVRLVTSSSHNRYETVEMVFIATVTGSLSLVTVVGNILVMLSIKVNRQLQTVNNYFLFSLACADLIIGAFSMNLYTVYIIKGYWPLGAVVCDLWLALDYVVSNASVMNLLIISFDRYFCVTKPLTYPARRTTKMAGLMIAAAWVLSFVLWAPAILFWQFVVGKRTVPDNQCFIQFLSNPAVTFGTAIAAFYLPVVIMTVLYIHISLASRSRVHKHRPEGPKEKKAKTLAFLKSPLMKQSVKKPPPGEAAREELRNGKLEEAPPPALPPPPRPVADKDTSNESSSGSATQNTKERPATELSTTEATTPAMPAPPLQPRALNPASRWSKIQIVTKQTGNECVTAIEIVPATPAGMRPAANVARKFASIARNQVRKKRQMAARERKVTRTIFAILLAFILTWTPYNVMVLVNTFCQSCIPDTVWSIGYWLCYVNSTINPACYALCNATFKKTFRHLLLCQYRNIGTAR
# TAAR1 agonist = agonists of human TAAR1; 360,000 compounds, 0.99% hits; Q96RJ0; activation, % at 3 µM; CHO RD-HGA16 TAAR1, Fluo-8 calcium fluorescence; vehicle wells 0%, saturating PEA agonist 100%; AID 624467;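 active = activation above the mean activation of all test compounds in the run plus 3 SD, cut at about 38% in these data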
#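 Test system: RD-HGA16 (CHO) cells co-expressing Gα16 and hTAAR1 | Doses: Single dose, 3 µM | Schedule: 17-24 h seeding, 75 min 37 °C dye, 30 min RT | Evaluation: % activation from peak over basal fluorescence ratio, DMSO-to-PEA scaled | Technique: Kinetic Fluo-8 calcium fluorescence | Benchmarks: Low control DMSO, high control PEA (EC100)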
# CHRM5 PAM = potentiates acetylcholine response at human M5 receptor; P08912; CHO-K1 hM5, Fluo-8 calcium, ACh EC20 PAM; 0% = ACh EC20, 100% = ACh EC100; activation, % at 3 µM; 360,000 compounds, 0.3% hits;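 active = activation above the run cutoff, the mean activation of all test compounds plus 3 SD, cut at about 18% in these data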
#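 Assay system: CHO-K1 hM5 cells / Incubation: Fluo-8 loading 80 min at 37 °C plus 30 min room temperature / Technique: Fluo-8 calcium dye fluorescence, kinetic read / Repeats: single replicate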
# CRFBP-R2 agonist = CRF-BP/CRF-R2 complex agonism; 350,000 compounds, 0.46% hits; activation, % at 13.2 µM; HEK293 CRF-R2/CRF-BP, calcium dye fluorescence (FLIPR); percent of saturating CRF peptide response; AID 588473;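 active = activation of at least 50%, plus an integration ratio under a set limit after plate pattern correction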;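 note: plate controls were neutral control wells without compound for no effect and CRF at EC100 for full effect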
# Active calls of the source: *; nt = no result given.
SMILES,CHRM5 antagonist,TAAR1 antagonist,CHRM5 agonist,CHO-K1 Ca PAM,CRFR2-BP antag,CHRM4 PAM,TAAR1 agonist,CHRM5 PAM,CRFBP-R2 agonist
CC(=O)CSc1nnc(-c2ccco2)n1-c1ccccc1,22,-7,1,7,-9,-9,1,-13,-1.3
COc1ccc(CCn2c(=O)c3cccnc3n(Cc3cccc([N+](=O)[O-])c3)c2=O)cc1OC,5,-17,-2,17,52*,5,17,0,-2.9
CCSC(=S)Nc1c(C)n(C)n(-c2ccccc2)c1=O,-9,-13,-1,15,-2,4,1,9,1.6
CCN1CCSc2ccc(C(=O)NCc3cccc(F)c3)cc21,3,-24,-1,1,9,-9,0,-13,0.5
Cc1nn(C)c(Cl)c1CN1CCC(CO)(CC2CCCCO2)CC1 (stereo not drawn),5,-5,-1,4,-47,0,3,3,17
Cc1ccc(OCC(=O)N(Cc2cccc(F)c2)C2CCS(=O)(=O)C2)cc1 (stereo not drawn),1,-10,-2,20,-8,3,1,1,-1.4
O=S(=O)(CCN1CCOCC1)c1ccccc1,5,-1,-3,-7,12,-3,1,6,-3.3
COc1cc(CC(=O)Nc2sccc2C(N)=O)cc(OC)c1OC,-1,13,-1,18,-2,-3,8,1,-0.6
COC(=O)c1c(NC(=O)CSc2nnnn2-c2ccccc2)sc2c1CCCC2,1,-3,-4,11,-16,-2,2,0,0.0
Cc1ccc(CSCc2nc3ccccc3[nH]2)cc1,0,7,0,8,-20,13,11,7,-3.0
O=[N+]([O-])c1ccc2[nH]cc(S(=O)(=O)N3CCN(c4cccc(Cl)c4)CC3)c2c1,9,9,-3,16,-18,11,5,-5,-0.8
N#CCCN/N=C(/Cc1nc2ccccc2[nH]1)c1cccc(Cl)c1,3,14,-1,18,-4,5,0,0,3.0
CCCC(=O)NC(Nc1c(C)n(C)n(-c2ccccc2)c1=O)C(Cl)(Cl)Cl (stereo not drawn),7,-6,0,-3,6,-5,5,-2,0.7
CCc1ccc2[nH]c(=O)c(CN(CCCN3CCOCC3)C(=O)Nc3ccc(F)cc3)cc2c1,9,45,2,-6,-27,-3,20,-9,1.1
CCOC(=O)c1ccc2c(c1)n(CCO)c(C)[n+]2CC,-4,-9,-4,20,-9,7,5,8,0.2
Cc1ccc(/C=N/n2c(C)nnc2C)o1,2,5,-3,25,-7,2,0,0,1.0
COc1ccc(-c2ccc(C(=O)NC(C)C)c3occc23)c(C)c1,8,41,-1,11,nt,-5,2,-4,nt
NC(=O)Cn1nc([N+](=O)[O-])nc1Oc1ccc(Br)cc1,-3,4,-1,12,14,7,2,5,0.1
COc1ccccc1NC(=O)CN1CCOCC1,2,-17,1,26,5,6,0,5,-0.4
COc1ccc(NC(=O)CCCN2C(=O)CN(C)C2=O)cc1Cl,3,-3,3,6,4,1,-2,-2,-0.8
CN(C)c1ccc(N=Cc2nc(-c3ccccc3)oc2O)cc1,-4,24,0,-10,-172,-4,32,-3,161*
O=C(COc1ccc(Oc2ccccc2)cc1)NC1CCS(=O)(=O)C1 (stereo not drawn),10,8,4,18,10,4,2,3,-0.7
Cc1ccc(C2(CCNCc3ccc(N(C)C)cc3)CCOC(C(C)C)C2)cc1 (stereo not drawn),11,-16,5,3,-4,2,16,-3,-0.7
CC(=O)NCC1CCN(C(=O)C2CCC(=O)N(CCc3cccc(F)c3)C2)CC1 (stereo not drawn),4,-9,-2,3,-34,-3,2,-1,5.1
COc1ccccc1-c1ccc(=O)n(CC(=O)NCc2ccco2)n1,-2,0,-3,10,-4,-9,-1,-8,2.0
CC(C)C(=O)Nc1ccc(C(=O)NNC(=O)CCCOc2ccc(Cl)cc2Cl)cc1,7,16,3,12,-7,6,1,-8,-0.9
O=C(c1ccccc1OC(F)F)N1CCN(S(=O)(=O)c2ccc3c(c2)OCCCO3)CC1,10,-12,-2,0,-4,-3,3,-1,-0.4
COc1cccc(NC(=O)CCNS(=O)(=O)c2cccc3nsnc23)c1,-4,-13,1,-10,5,4,0,8,-3.7
Cc1ccc(-n2ncc3c2CC(C)(C)CC3NC(=O)C2CCOCC2)cc1 (stereo not drawn),-21,-22,-1,-12,-4,1,-1,3,0.1
CC(C)(C)NC(=O)N1CCCC(C(=O)c2cccc(Cl)c2)C1 (stereo not drawn),1,-17,-8,-10,9,-4,0,-7,-1.9
O=C(CSCc1ccc(Cl)cc1)N1CCN(Cc2ccc3c(c2)OCO3)CC1,1,10,-7,10,19,-1,2,-5,-0.9
CCC(C(=O)N1CCN(Cc2ccc3c(c2)OCO3)CC1)n1nnc2ccccc2c1=O (stereo not drawn),-2,-7,0,8,-16,-7,1,-3,-1.0
CC(C)=CC(=O)Nc1ccc(Br)cc1,2,7,0,6,5,-3,14,-4,3.2
COC(=O)CCN(C(=O)c1ccc(OC(C)=O)cc1)c1ccccn1,5,0,-5,20,8,-6,4,0,-0.9
COc1ccc(CN2C(=O)C(=O)N(CC(N)=O)C2=O)cc1,15,2,4,10,7,-7,1,-13,1.9
C#CCOCCOCCOCCNc1nc(N2CCN(C(=O)[C@H](CCC(=O)O)n3cc(C(N)CO)nn3)CC2)nc(N2CCN(C(=O)[C@H](CCC(=O)O)n3cc(C(N)[C@H](C)CC)nn3)CC2)n1 (stereo partly drawn),4,nt,1,13,-5,2,nt,6,-0.2

# Reformatted: 14 of the compounds above.
SMILES | CHRM5 antagonist | TAAR1 antagonist | CHRM5 agonist | CHO-K1 Ca PAM | CRFR2-BP antag | CHRM4 PAM | TAAR1 agonist | CHRM5 PAM | CRFBP-R2 agonist
Cc1ccc(C2(CCNCc3ccc(N(C)C)cc3)CCOC(C(C)C)C2)cc1 (stereo not drawn) | 11 | -16 | 5 | 3 | -4 | 2 | 16 | -3 | -0.7
CC(=O)NCC1CCN(C(=O)C2CCC(=O)N(CCc3cccc(F)c3)C2)CC1 (stereo not drawn) | 4 | -9 | -2 | 3 | -34 | -3 | 2 | -1 | 5.1
COc1ccccc1-c1ccc(=O)n(CC(=O)NCc2ccco2)n1 | -2 | 0 | -3 | 10 | -4 | -9 | -1 | -8 | 2.0
CC(C)C(=O)Nc1ccc(C(=O)NNC(=O)CCCOc2ccc(Cl)cc2Cl)cc1 | 7 | 16 | 3 | 12 | -7 | 6 | 1 | -8 | -0.9
O=C(c1ccccc1OC(F)F)N1CCN(S(=O)(=O)c2ccc3c(c2)OCCCO3)CC1 | 10 | -12 | -2 | 0 | -4 | -3 | 3 | -1 | -0.4
COc1cccc(NC(=O)CCNS(=O)(=O)c2cccc3nsnc23)c1 | -4 | -13 | 1 | -10 | 5 | 4 | 0 | 8 | -3.7
Cc1ccc(-n2ncc3c2CC(C)(C)CC3NC(=O)C2CCOCC2)cc1 (stereo not drawn) | -21 | -22 | -1 | -12 | -4 | 1 | -1 | 3 | 0.1
CC(C)(C)NC(=O)N1CCCC(C(=O)c2cccc(Cl)c2)C1 (stereo not drawn) | 1 | -17 | -8 | -10 | 9 | -4 | 0 | -7 | -1.9
O=C(CSCc1ccc(Cl)cc1)N1CCN(Cc2ccc3c(c2)OCO3)CC1 | 1 | 10 | -7 | 10 | 19 | -1 | 2 | -5 | -0.9
CCC(C(=O)N1CCN(Cc2ccc3c(c2)OCO3)CC1)n1nnc2ccccc2c1=O (stereo not drawn) | -2 | -7 | 0 | 8 | -16 | -7 | 1 | -3 | -1.0
CC(C)=CC(=O)Nc1ccc(Br)cc1 | 2 | 7 | 0 | 6 | 5 | -3 | 14 | -4 | 3.2
COC(=O)CCN(C(=O)c1ccc(OC(C)=O)cc1)c1ccccn1 | 5 | 0 | -5 | 20 | 8 | -6 | 4 | 0 | -0.9
COc1ccc(CN2C(=O)C(=O)N(CC(N)=O)C2=O)cc1 | 15 | 2 | 4 | 10 | 7 | -7 | 1 | -13 | 1.9
C#CCOCCOCCOCCNc1nc(N2CCN(C(=O)[C@H](CCC(=O)O)n3cc(C(N)CO)nn3)CC2)nc(N2CCN(C(=O)[C@H](CCC(=O)O)n3cc(C(N)[C@H](C)CC)nn3)CC2)n1 (stereo partly drawn) | 4 | nt | 1 | 13 | -5 | 2 | nt | 6 | -0.2

# More structures.
SMILES,CHRM5 antagonist,TAAR1 antagonist,CHRM5 agonist,CHO-K1 Ca PAM,CRFR2-BP antag,CHRM4 PAM,TAAR1 agonist,CHRM5 PAM,CRFBP-R2 agonist
COc1ccc(CNC(=O)CCc2ccc(S(=O)(=O)N3CCCCCC3)cc2)cc1,0,3,1,11,2,-4,14,5,-0.8
CC(C)Cc1nc(N2CCCCC2)c(C#N)c2c1CCC2,-3,1,-1,5,-7,1,6,1,3.9
COc1ccc(NC(=O)CCNS(=O)(=O)c2cccc3nonc23)cc1Cl,8,22,-1,-17,1,-2,2,-1,-0.3
O=C(CSc1nnc(-c2ccco2)o1)N1CCCCC1,-11,-10,2,0,9,4,-2,10,0.2
COc1cc2c(cc1NC(=O)CN(C)Cc1nc3ccccc3c(=O)[nH]1)oc1ccccc12,0,13,2,2,0,7,6,-2,0.8
COC(=O)C1C(c2ccccc2)C(C(=O)N2CCN(C)CC2)C1c1ccccc1 (stereo not drawn),0,4,0,14,-5,-2,10,-8,-0.6
Cn1nc(-c2ccc(C(=O)NC3CCCCC3)cc2)c2ccccc2c1=O,13,14,-1,14,-6,-2,0,-3,-2.0
O=C(CSc1ncccn1)NC(=O)NCc1ccccc1,-4,-10,-2,15,-24,19,5,4,-0.6
COc1ccc(C)cc1S(=O)(=O)NC(C)c1cnn(-c2ccccn2)c1C (stereo not drawn),11,-15,-1,21,-7,0,4,-1,3.0
Cc1ccc(S(=O)(=O)N2CCN(C(=O)C3CC3C)CC2)c(C)c1 (stereo not drawn),-5,-5,2,-11,10,5,-1,-4,-1.3
Cc1ccc(OCC(=O)N(C)CC(=O)Nc2ccc(Cl)c(C(F)(F)F)c2)c([N+](=O)[O-])n1,-1,8,7,5,-1,5,3,7,-1.8
CC(C)(C)c1ccc(C(=O)NCc2nnc(SCC(=O)NCc3ccco3)o2)cc1,-1,-22,-2,12,-4,-1,0,4,-1.2
CCCc1nn(C(=O)c2ccccc2)c2c1C(=O)CC(C)(C)C2,7,-16,-1,15,0,3,-2,0,-0.6
COc1ccc(OCc2cc(C(=O)N3CCN(CC(=O)N(C)C)CC3)no2)c(Cl)c1,-10,0,-1,-4,6,0,7,2,-0.1
O=C(Nc1ccccc1)c1ccc(NCc2cccnc2)c(S(=O)(=O)N2CCOCC2)c1,7,7,-1,10,-2,4,12,-2,1.4

# High-throughput results from PubChem BioAssay.
